# Vif inh – HIV Vif inhibition; HEK293T cells, Vif self-association by quenched fluorescence, imaging, 24 h; inhibition, % at 7.49 µM; 0.35% of 340,000 active; in the data active = inhibition above about 50%, passing the limit was not always enough; note: some results filed as inactive read as strong as hits
# MC4R ag barr – activates human MC4R beta-arrestin recruitment; P32245; U2OS MC4R beta-arrestin complementation, luminescence; percent of melanotan II response, DMSO zero; 0.98% of 360,000 active; activation, % at 8.9 µM;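 active = activation above a per-plate cutoff, the mean activation of sample wells on that plate plus 3 SD, cut at about 8% in these data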
# Target sequence (P32245 whole entry, looked up): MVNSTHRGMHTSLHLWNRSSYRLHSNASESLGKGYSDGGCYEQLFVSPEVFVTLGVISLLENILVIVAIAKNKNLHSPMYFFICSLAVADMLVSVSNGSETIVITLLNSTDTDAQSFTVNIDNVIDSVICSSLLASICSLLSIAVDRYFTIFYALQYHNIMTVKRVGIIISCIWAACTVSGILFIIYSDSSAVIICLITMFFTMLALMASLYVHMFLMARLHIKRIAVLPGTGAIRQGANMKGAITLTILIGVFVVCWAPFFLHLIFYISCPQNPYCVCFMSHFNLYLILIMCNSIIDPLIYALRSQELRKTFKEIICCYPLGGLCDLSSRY
# Glyco luc inh – blocks N-linked glycosylation in D54 reporter cells; 0.23% of 360,000 active; reporter increase, % at 12.5 µM; D54 ERlucT glycosylation luciferase reporter, 24 h; percent of 100 nM tunicamycin response;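 active = mean luciferase reporter signal, scaled so untreated is 0 and the glycosylation-blocking control 100, at or above a set limit in every replicate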;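 note: luciferase carries N-glycosylation sites so blocking glycosylation raises the light; 0% = median of neutral control wells and 100% = median of 100 nM tunicamycin wells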
# CaV13 ICDI inh – Primary screen for inhibitors of IQ motif and Ca2+-dependent inactivation inhibitor domain binding in CACNA1D, Förster resonance energy transfer in living cells, …; HEK cells, CFP/YFP FRET ICDI-IQ, plate reader, 10 min; percent FRET-ratio fall versus neutral wells; inhibition, % at 12.3 µM; 0.098% of 340,000 active;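 active = mean replicate inhibition of at least 30% and at least 1% of replicates passing that level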;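 note: 0% = median of the neutral control wells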
# m5-HT2A agonist – activates the mouse 5-HT2A serotonin receptor. P35363. CHO-K1 mHTR2A beta-arrestin complementation, luminescence; percent of 30 µM serotonin response. activation, % at 7.6 µM. 0.66% of 360,000 active. AID 624169;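 active = activation above a run cutoff, the mean activation of all tested compounds plus 3 SD, cut at about 14% in these data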;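 note: 0% = plate median of compound wells and 100% = 30 µM serotonin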
# Target sequence (P35363 whole entry, looked up): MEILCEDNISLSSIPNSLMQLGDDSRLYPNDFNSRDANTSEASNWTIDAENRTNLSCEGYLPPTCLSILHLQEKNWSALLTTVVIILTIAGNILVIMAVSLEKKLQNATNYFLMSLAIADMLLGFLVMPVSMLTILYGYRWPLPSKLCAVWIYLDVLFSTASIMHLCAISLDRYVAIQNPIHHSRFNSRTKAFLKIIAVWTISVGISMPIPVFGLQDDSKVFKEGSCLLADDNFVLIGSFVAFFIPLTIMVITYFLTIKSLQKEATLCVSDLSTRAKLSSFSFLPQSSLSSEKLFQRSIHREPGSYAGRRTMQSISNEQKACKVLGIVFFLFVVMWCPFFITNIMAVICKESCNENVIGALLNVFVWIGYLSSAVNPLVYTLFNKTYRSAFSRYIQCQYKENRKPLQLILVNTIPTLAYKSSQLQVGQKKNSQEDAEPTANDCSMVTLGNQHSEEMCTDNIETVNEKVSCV
# ABCB6 inh MLPCN – human ABCB6 transporter inhibition; Q9NP58; K562-ABCB6 porphyrin accumulation, flow cytometry, 1 h; hits give low values; fluorescence ratio to DMSO, % at 10 µM; 0.19% of 360,000 active; AID 602162;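 active = fluorescence ratio to DMSO below 75%, the collection mean minus 3 SD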;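 note: signal is porphyrin accumulated inside mitochondria; 100% equals median channel fluorescence of DMSO control wells; lower ratio means ABCB6 inhibition with less porphyrin fluorescence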
# MC4R antagonist – human MC4R antagonism in cAMP assay; P32245; 0.48% of 360,000 active; inhibition, % at 6.5 µM; MC4R-expressing cells, MTII-stimulated cAMP, LANCE TR-FRET;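 active = inhibition above its plate's cutoff, the mean of tested wells on that plate plus 3 SD, cut at about 29% in these data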;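 note: 0% = Melanotan II alone and 100% = Melanotan II plus saturating MCL0020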
#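 Test system: U2OS cells stably expressing human melanocortin 4 receptor (MC4R); also added: Melanotan II challenge; compound: 6.5 µM single dose; timing: 30-min compound preincubation, 1-h Melanotan II challenge, 1-h detection, room temperature; signal: Eu-cAMP/anti-cAMP TR-FRET, emission 671 nm; repeats: one well per compound, no replicates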
# aDG glyco act – alpha-DG glycosylation activation; Pro5-aDG cells, alpha-DG glycosylation AlphaScreen (IIH6); 0% Pro5, 100% B10-LARGE cell signal; activation, % at 10 µM; 0.22% of 360,000 active; AID 624168;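 active = activation of at least 8% versus controls, or a plate z-score of at least 8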;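 note: Pro5 are CHO cells carrying HIG-tagged alpha-DG that lacks glycosylation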
# PDI inh – inhibitors of human protein disulfide isomerase | inhibition, % at 10 µM | AID 588391 | P07237 | 0.052% of 350,000 active | PDI insulin aggregation turbidity, A650, 90 min;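 active = mean inhibition across replicates of 30% or more, whatever share of single replicates reach that level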;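 note: absorbance from insulin aggregation driven by PDI reduction with DTT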
# Cardio protect – protects H9c2 cardiomyocytes from peroxide injury; H2O2 injury protection, ATPLite, 2 h; protection from H2O2 cell death, % at 20 µM; 0.63% of 360,000 active; AID 588492;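 active = compounds giving at least 50% protection of heart cells from peroxide-induced death in the single-dose screen, raw or plate-pattern-corrected value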;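 note: 0% = DMSO wells with peroxide and 100% = DMSO wells without peroxide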
# * hit, by the source's call; . = not tested or not shown.
SMILES,Vif inh,MC4R ag barr,Glyco luc inh,CaV13 ICDI inh,m5-HT2A agonist,ABCB6 inh MLPCN,MC4R antagonist,aDG glyco act,PDI inh,Cardio protect
CSCCC(NC(=O)C1CCC(C)CC1)C(=O)OCC(=O)c1ccc(Cl)cc1 (centres undefined),-3,4.3,2,-3,7,105,16,-0.1,-11,-8
O=C(NCCc1ccccc1)c1cccc2c1C(=O)N(C1CCCCC1)C2,-3,-3.0,-3,-5,-3,95,1,-0.2,9,-2
S=C(NCCN1CCCCC1)Nc1ccc(Br)cc1,-7,-1.2,-2,-7,-1,100,5,0.1,-6,4
CN(CC(=O)Nc1ccc(Cl)c(C(F)(F)F)c1)C(=O)CCCNC(=O)c1ccc(Cl)cc1,1,0.0,5,-3,-11,99,1,0.2,-1,-11
Nc1ccc2oc(-c3ccccn3)nc2c1,.,-0.4,1,-2,7,90,-3,-0.2,7,-2
COc1cc(NC(=O)CSc2nnc3c(C)cc4c(C)ccc(C)c4n23)c(C(=O)O)cc1OC,1,-0.4,2,-4,0,100,12,-0.2,-6,6
Cc1cc(NCCN2CCOCC2)n2nc(C)c(-c3ccccc3)c2n1,-6,-0.2,4,.,3,100,4,0.2,-2,8
CCN(c1ccccc1)S(=O)(=O)c1ccc(N2CCN(c3ccccc3O)CC2)nc1,-12,-1.6,-2,-7,-5,83,1,0.2,3,-7
COc1ccc(C(=O)Nc2cccc3nc(C)ccc23)cc1OC,7,0.0,-1,-20,0,89,11,0.0,-7,-3
O=C(CN1CCN(CC(=O)Nc2cccc(F)c2)CC1)Nc1ccc(-c2ccccc2)cc1,7,-0.4,1,-3,0,97,6,0.2,5,-4
Cc1onc(-c2ccccc2)c1C(=O)OCC(=O)NCc1ccc(F)cc1,-3,-0.2,-2,-6,1,91,10,0.2,5,17
O=C(Nc1cccnc1)c1cccc(NC(=O)c2ccco2)c1,-15,0.2,-2,.,1,101,15,0.0,2,-4
O=C(Nc1cc(S(=O)(=O)N2CCOCC2)ccc1N1CCCC1)C1CC1,14,-2.0,3,-19,1,99,-3,0.5,4,8
COCc1cc(C)c2c(N)c(C#N)sc2n1,-1,-0.8,2,.,3,99,2,0.1,4,10
COc1cccc(/C=N/NC(=O)c2ccc3nc[nH]c3c2)c1,10,-3.6,-3,-4,2,100,5,0.1,9,8
O=C(O)c1cc(-c2ccc3c(c2)OCO3)nc2ccc(Br)cc12,-5,-1.7,1,-5,-2,93,37*,0.5,-1,-16
CC(C)Nc1nc(NCCN2CCNC2=O)c2sccc2n1,3,0.1,1,-6,-5,101,4,-0.2,-2,6
COc1ccc(OC)c(C(=O)CC2OC(=O)c3ccccc32)c1 (centres undefined),-4,1.2,1,-3,-3,97,3,0.0,2,-2
CCc1cc(=O)oc2cc(OS(C)(=O)=O)ccc12,.,-1.6,1,-4,-2,92,0,-0.1,2,1
COC(=O)c1ccccc1NC(=O)C1CCCN(S(=O)(=O)c2ccc(OC)cc2)C1 (centres undefined),0,1.9,-1,-1,3,96,10,-0.1,2,-15
CC(=O)OCC(=O)Nc1ccc([N+](=O)[O-])cc1Cl,.,-0.2,1,3,5,103,3,0.5,-2,7
Cn1c(=O)c(=O)n(C)c2cc(S(=O)(=O)N3CCCC3C(=O)NCc3ccco3)ccc21 (centres undefined),4,0.8,1,-4,-5,103,-1,0.1,2,9
CCC(C)NC(=O)c1cn(-c2cccc(OC)c2)c(=O)c2ccccc12 (centres undefined),48,-1.3,1,-4,2,95,3,0.0,-3,5
Cc1ccc(S(=O)(=O)Nc2cccc(C(=O)NCCCN3CCCC3=O)c2)cc1F,-3,0.7,0,-4,-10,100,11,-0.4,2,1
O=[N+]([O-])c1ncccc1OCc1ccc(Cl)c(Cl)c1,-4,0.4,-1,-4,-10,165,-9,0.0,-3,-6
COc1ccc(-c2c(-c3cc(OC)cc(OC)c3)sc3ccc(OC)cc23)cc1,-4,0.0,1,-11,2,95,0,0.2,-4,-8
O=C(NNC(=O)c1ccc(SCC2CCCO2)c([N+](=O)[O-])c1)c1ccc(Cl)c([N+](=O)[O-])c1 (centres undefined),0,-0.6,-1,-15,-1,102,6,-0.2,1,-6
CC(=O)NC(Cc1ccc(F)cc1)C(=O)NC1CCN(C(=O)NCc2ccccc2)CC1 (centres undefined),-11,-2.5,2,-4,-4,104,2,0.0,-5,3
Cc1cc(C(F)(F)F)nc(SCC(=O)Nc2cc(C)on2)n1,12,-1.6,1,-6,-2,102,0,-0.1,-8,-2
O=C(CCNS(=O)(=O)c1ccccc1F)N1CCN(C/C=C/c2ccccc2)CC1,9,0.7,-1,-6,-9,99,12,0.1,11,-4

# Just ABCB6 inh MLPCN, Vif inh and CaV13 ICDI inh (two entries from above):
SMILES	ABCB6 inh MLPCN	Vif inh	CaV13 ICDI inh
CCN(c1ccccc1)S(=O)(=O)c1ccc(N2CCN(c3ccccc3O)CC2)nc1	83	-12	-7
COc1ccc(C(=O)Nc2cccc3nc(C)ccc23)cc1OC	89	7	-20

# More records follow.
SMILES,Vif inh,MC4R ag barr,Glyco luc inh,CaV13 ICDI inh,m5-HT2A agonist,ABCB6 inh MLPCN,MC4R antagonist,aDG glyco act,PDI inh,Cardio protect
Cc1nc(NC(=O)/C=C/c2ccc(Cl)cc2Cl)sc1C(=O)N(C)C,3,-1.2,2,-3,5,97,4,0.0,0,-6
COc1ccc(OCc2cc(C(=O)N[C@H]3CCCCNC3=O)no2)c(Cl)c1,-6,-4.0,-1,-2,-2,95,3,-0.3,5,-7
CSc1sc(C(=O)N(C)C)cc1S(=O)(=O)C(C)C,1,-1.4,3,-19,0,95,2,0.0,-12,-2
Cc1cc(C)nc(SCC(=O)Nc2ncc3c(n2)CC(C)(C)CC3=O)n1,-2,-0.4,-1,-5,0,94,4,-0.2,0,5
COc1ccc(CCC(=O)OCC(=O)Nc2ccccc2OC(F)F)cc1OC,9,-4.2,2,-5,4,104,-7,-0.2,4,-12
CCC1(c2ccc(OC)cc2)NC(=O)N(CC(=O)N2CCc3ccccc32)C1=O (centres undefined),-13,-2.2,2,-6,-6,95,7,0.1,4,-3
O=C(CSC(=S)N1CCCCC1)Nc1ncc2c(n1)CC(c1ccco1)CC2=O (centres undefined),1,-0.7,2,-20,3,98,-3,0.0,0,-4
O=C(c1ccccc1)N1N=C(c2cccs2)CC1c1ccccc1O (centres undefined),1,8.4*,0,-5,11,89,-1,0.1,-5,-3
Nc1ccc(CCNc2ncnc3c2ncn3[C@@H]2O[C@H](CO)[C@@H](O)[C@H]2O)cc1,31,-0.5,-1,-5,-2,89,12,-0.1,-12,1
Cc1oc2ccc(O)cc2c1C(=O)c1ccccc1,-2,0.3,1,-5,-1,97,-4,0.0,-6,1
Cc1ccc(C)c(SCC(=O)OCC(=O)NCCNC(=O)COC(=O)CSc2cc(C)ccc2C)c1,22,2.8,1,-6,-8,103,6,-0.2,-4,-5
CC(C)c1ccc2[nH]c(O)c(N=NC(=O)c3ccc(CSc4nncn4C)cc3)c2c1,-7,-0.8,10,-7,-3,92,-5,0.0,2,-7
NC(c1csc(NC(=O)Nc2ccccc2)n1)C1CCCCC1 (centres undefined),-4,-1.8,-4,-5,-11,95,7,4.6,1,-5
COc1cc(NC(=O)CCNC(=O)Cn2cnc3ccccc3c2=O)cc(OC)c1OC,.,-1.4,.,.,-2,98,-3,-0.3,4,2
CCc1nnc(NC(=O)Cc2ccc(OCc3c(C)noc3C)cc2)s1,-11,1.0,5,-4,0,100,15,0.0,1,12
CN1CCN(S(=O)(=O)c2ccc(N3CCN(c4ccc(O)cc4)CC3)c([N+](=O)[O-])c2)CC1,-1,0.2,-1,-7,-4,90,-4,-0.3,17,-6
CCCCCC(=O)N1C[C@H](O)[C@@H](n2cc(COC(=O)c3ccccc3)nn2)C[C@@H]1c1ccccc1,.,0.3,4,-10,8,98,4,0.0,-9,-3
CC(C)CNc1cc(N2CCCC2)ccc1[N+](=O)[O-],-11,0.2,-1,-7,-2,99,-6,0.1,-7,-11
O=c1c(-c2ccc(Cl)cc2)coc2c(CN3CCCCC3)c(O)ccc12,-5,-0.2,2,6,-6,96,7,0.1,-6,2
CCN(CC)c1cc(Cl)nc(N)n1,-2,-2.4,-1,2,-7,94,28,0.3,0,2
O=C(Nc1ccccc1C(=O)NCCCN1CCOCC1)c1cccc([N+](=O)[O-])c1,.,-0.8,.,.,4,97,-6,0.0,4,1
Cc1nnc2ccc(-c3ccc(NC(=O)Cc4cccs4)cc3)nn12,17,1.7,7,-14,4,107,12,0.3,-3,13
Cc1cc(=O)[nH]c(SCC(=O)Nc2ccc3c(c2)OCCO3)n1,-2,-0.3,0,-2,-1,93,2,0.0,-19,7
CN(C1CCCC1)C1CCN(C(=O)CNC(=O)/C=C/c2ccccc2)CC1,16,1.4,-1,-8,1,104,9,0.0,-1,-8
Cc1ccccc1NC(=S)NCc1ccco1,-1,-1.0,2,-4,-2,97,14,1.5,-6,4
CC(=O)c1cccc(-c2ccnc3c2CC(C(=O)Nc2cccc(OC(F)(F)F)c2)O3)c1 (centres undefined),-16,-2.6,4,-3,-8,99,-2,0.2,2,-5
O=C(NCc1ccc(Cl)cc1)C(=O)NCC1OCCN1C(=O)c1ccc(Cl)cc1 (centres undefined),1,-0.3,1,6,7,99,7,0.0,0,-4

# Filtered by structure: those above containing an aryl thioether with sulfur outside any ring
SMILES,Vif inh,MC4R ag barr,Glyco luc inh,CaV13 ICDI inh,m5-HT2A agonist,ABCB6 inh MLPCN,MC4R antagonist,aDG glyco act,PDI inh,Cardio protect
COc1cc(NC(=O)CSc2nnc3c(C)cc4c(C)ccc(C)c4n23)c(C(=O)O)cc1OC,1,-0.4,2,-4,0,100,12,-0.2,-6,6
O=C(NNC(=O)c1ccc(SCC2CCCO2)c([N+](=O)[O-])c1)c1ccc(Cl)c([N+](=O)[O-])c1 (centres undefined),0,-0.6,-1,-15,-1,102,6,-0.2,1,-6
Cc1cc(C(F)(F)F)nc(SCC(=O)Nc2cc(C)on2)n1,12,-1.6,1,-6,-2,102,0,-0.1,-8,-2
CSc1sc(C(=O)N(C)C)cc1S(=O)(=O)C(C)C,1,-1.4,3,-19,0,95,2,0.0,-12,-2
Cc1cc(C)nc(SCC(=O)Nc2ncc3c(n2)CC(C)(C)CC3=O)n1,-2,-0.4,-1,-5,0,94,4,-0.2,0,5
Cc1ccc(C)c(SCC(=O)OCC(=O)NCCNC(=O)COC(=O)CSc2cc(C)ccc2C)c1,22,2.8,1,-6,-8,103,6,-0.2,-4,-5
CC(C)c1ccc2[nH]c(O)c(N=NC(=O)c3ccc(CSc4nncn4C)cc3)c2c1,-7,-0.8,10,-7,-3,92,-5,0.0,2,-7
Cc1cc(=O)[nH]c(SCC(=O)Nc2ccc3c(c2)OCCO3)n1,-2,-0.3,0,-2,-1,93,2,0.0,-19,7

# Outcome played no part in choosing rows. About 3.6% of those tested had a hit in this group.
